12-LOX inh = ALOX12 (human) lipoxygenase inhibition | P18054 | purified 12hLO, xylenol orange hydroperoxide absorbance | Potency, µM (series often up to 108 µM), without a hit: at the highest dose activity change, negative = inhibition, most hits filed as inhibitors | hit rate 1.1% among 580,000 | AID 1671190; note: potency is the fitted concentration of half-maximal effect; % is set by controls: 0 for no effect and ±100 for the full control effect
Target sequence (P18054 whole entry, looked up): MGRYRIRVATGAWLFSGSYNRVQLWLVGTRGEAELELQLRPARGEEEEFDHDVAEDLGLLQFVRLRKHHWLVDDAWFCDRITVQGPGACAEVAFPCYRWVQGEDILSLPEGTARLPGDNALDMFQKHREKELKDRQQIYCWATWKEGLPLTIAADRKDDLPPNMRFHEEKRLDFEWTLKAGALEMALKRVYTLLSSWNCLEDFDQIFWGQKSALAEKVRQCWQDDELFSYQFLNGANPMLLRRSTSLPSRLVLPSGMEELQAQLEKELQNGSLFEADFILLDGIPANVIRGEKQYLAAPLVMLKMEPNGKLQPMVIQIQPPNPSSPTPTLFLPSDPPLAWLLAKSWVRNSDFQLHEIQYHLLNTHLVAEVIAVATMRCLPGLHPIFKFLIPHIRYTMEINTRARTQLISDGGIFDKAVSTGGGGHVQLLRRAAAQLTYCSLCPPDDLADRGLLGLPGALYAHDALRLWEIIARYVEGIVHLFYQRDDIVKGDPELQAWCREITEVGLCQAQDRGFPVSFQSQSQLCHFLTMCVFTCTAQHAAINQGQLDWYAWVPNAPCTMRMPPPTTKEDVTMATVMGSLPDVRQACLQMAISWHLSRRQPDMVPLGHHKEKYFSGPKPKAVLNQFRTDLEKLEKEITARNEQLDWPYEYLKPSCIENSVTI
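Hydroperoxide product was detected by ferrous iron/xylenol orange as the 573 to 405 nm absorbance ratio. Arachidonic acid at 40 uM (final) was turned over for 30 min at room temperature by 150 nM human 12hLO, pH 7.0 Hepes buffer, after 15 min compound preincubation.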
RGS4 inh = human RGS4 inhibition. Potency, µM (doses to about 114 µM), inactives show at the highest dose activity change, negative = inhibition, hits mostly inhibitors. Transcreener GDP fluorescence polarization, RGS4-accelerated GTP hydrolysis. P49798. hit rate 0.039% among 390,000. AID 504845; note: potency is the fitted concentration of half-maximal effect; % is set by controls: 0 for no effect and ±100 for the full control effect; nearly all actives have a fitted effect of over 75% in size; some results filed as inactive show a strong effect at the top dose
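MLSMR compounds (23 nl, pin-transferred) preincubated 10 min at room temperature with a 500nM (2x) first reagent, then RGS4 at 900nM (2x) plus Transcreener GDP mix added; fluorescence polarization (620/688 nm) read before and after 90 min at 30 °C.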
LDHA block = inhibitors of human lactate dehydrogenase A; hit rate 0.15% among 480,000; activity change, % (values are at about 110 or 230 µM); P00338; AID 1347041; purified LDHA, NADH/diaphorase-resazurin fluorescence; stronger effect = lower value; in the data active = activity change below about -30%; inconclusive = mostly about -25% to -30%;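 note: plate controls were DMSO wells for no effect and wells without enzyme for full effect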
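Human LDH5 at 2 nM final in Tris HCl pH 7.4 with 0.06 mM NADH and 0.2 mM pyruvate, reacted 5 minutes at room temperature. Remaining NADH coupled via diaphorase/resazurin; resorufin fluorescence read at 0 and 20 minutes, normalized to enzyme-free and DMSO wells.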
Vif-APOBEC3F blk = Vif-A3F binding inhibition; HeLa A3F-eYFP + Vif (tagged APOBEC3F with the HIV-1 protein that degrades it), YFP fluorescence increase; Potency, µM (series often up to 46.1 µM), for inactives: top-dose activity, negative = active; hit rate 0.2% among 390,000; AID 602313; note: potency is the fitted concentration of half-maximal effect; % of control where 0% means no effect; nearly all actives have a fitted effect of over 65% in size
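HeLa cells stably expressing A3F-eYFP plus Vif, plated and incubated overnight at 37 deg C, then exposed to compounds overnight at 37 deg C. Blocked degradation read as raised yellow fluorescence (Ex 488/Em 500-530).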
D2 ag = activates the human D2 dopamine receptor. P14416. HEK293 T-REx D2 cells, calcium flux agonist mode. activation, % at 2 µM. hit rate 0.53% among 340,000. AID 485358;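 active = activation over 3 SD above normal in the single-dose calcium agonist read, cut at about 30% in these data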; note: 0% is about no effect
Target sequence (P14416 whole entry, looked up): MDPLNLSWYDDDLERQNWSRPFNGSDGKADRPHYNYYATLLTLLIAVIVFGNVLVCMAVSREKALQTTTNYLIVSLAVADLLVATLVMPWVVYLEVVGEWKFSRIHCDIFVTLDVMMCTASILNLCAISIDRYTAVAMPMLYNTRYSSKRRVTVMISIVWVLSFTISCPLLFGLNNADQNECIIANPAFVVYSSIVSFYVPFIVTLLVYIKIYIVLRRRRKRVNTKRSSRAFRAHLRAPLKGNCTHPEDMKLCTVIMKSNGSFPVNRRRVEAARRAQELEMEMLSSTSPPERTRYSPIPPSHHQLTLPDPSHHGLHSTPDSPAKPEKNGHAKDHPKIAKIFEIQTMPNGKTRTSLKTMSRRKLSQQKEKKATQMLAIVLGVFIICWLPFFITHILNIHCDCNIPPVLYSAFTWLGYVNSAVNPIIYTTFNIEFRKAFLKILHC
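Agonism scored from kinetic calcium signal (1 read/sec, 180 s) following compound pin transfer, after a 10 s baseline. Cells: HEK293 Trex line expressing inducible D2 receptor coupled to calcium, dye-loaded after overnight culture at 30 C.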
Vif-APOBEC3G blk = Vif-A3G binding inhibition | Potency, µM (doses to about 46.1 µM), for inactives: at the top dose activity, negative = active, actives largely listed as inhibitors | hit rate 0.076% among 410,000 | Q9HC16 | HeLa A3G-eYFP + Vif (tagged APOBEC3G with the HIV-1 protein that degrades it), YFP fluorescence, overnight;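 note: potency is the fitted concentration of half-maximal effect; % is set by controls: 0 for no effect and ±100 for the full control effect; nearly all actives have a fitted effect of over 60% in size; hits raise eYFP signal because A3G escapes Vif-driven loss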
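HeLa cells stably expressing Vif and C-terminally eYFP-tagged A3G, seeded overnight at 37 deg C, then exposed to compound by pintool overnight at 37 deg C. Rise in yellow fluorescence (Ex 488/Em 500-530, Acumen) marks blocked Vif-driven A3G degradation.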
D2 antagonist = antagonizes the human D2 dopamine receptor; inhibition, % at 10 µM; HEK293 TREx D2 cells, calcium flux, dopamine EC80; P14416; hit rate 2% among 340,000; in the data active = inhibition above about 30%; note: 0% is about no effect
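Overnight-induced (tetracycline, 30 C) HEK293 T-REx cells carrying force-coupled D2 receive a no-wash calcium dye, then compound, then EC80 dopamine at 180 s; signals are read kinetically throughout.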
GRP78 ERSR act = induces the endoplasmic reticulum stress response in human glioma cells; hit rate 0.02% among 420,000; AID 602332; U87-MG GRP78 promoter luciferase reporter, 16 h; Potency, µM, inactives show at the highest dose activation, hits mostly activators; note: potency is the fitted concentration of half-maximal effect; series mostly up to about 76 µM; % of control where 0% means no effect; nearly all actives have a fitted effect of over 35% in size
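Stably transfected U87-MG human glioma cells carrying a GRP78-based luminescent sensor were seeded at 1000 cells/well, pin-dosed with compounds and incubated 16 h. Luciferase reagent was then added, and end-point luminescence was read after 10 min at room temperature.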
ERG Ets-DNA blk = ERG Ets/DNA interaction inhibition; Potency, µM (highest dose often 76.9 µM), without a hit: at the top dose FP activity, negative = inhibition, hits mostly inhibitors; AID 624246; hit rate 0.028% among 370,000; fluorescence polarization, His-ERG Ets domain / labelled DNA; active = well fitted inhibition curve with a large enough effect in the polarisation, with a control signal flat; inconclusive = small, poorly fitted or top-dose-only effect, or effect the other way, or a change in a side signal; inactive = no such curve, though single readings can be large or run the other way; the % refers to the polarisation;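 note: polarization taken with two DNA probes labelled with fluorescein and Texas red; potency is the fitted concentration of half-maximal effect; % of control where 0% means no effect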
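His-tagged ERG Ets domain (1 uM in the protein solution; 300mM KCl, 50mM Tris-HCl, 1mM EDTA, 1mM DTT, pH 7.5) received compound, then a probe mix of 5 nM fluorescein-DNA and 100nM Texas-615-DNA. Fluorescence polarization was read for both dyes.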
* = called active by the depositor; ? = inconclusive; . = no result given; & = joins results of further samples; [ ] = dose if it differs, or a comment. Unless noted, calls come from the whole dose curve; as a rule, active = well fitted curve in the direction sought with a large enough effect; inconclusive = small, poorly fitted or top-dose-only effect, or another doubt; inactive = no such curve, though single readings can be large; an effect the other way counts as inactive or inconclusive.

| SMILES | 12-LOX inh | RGS4 inh | LDHA block | Vif-APOBEC3F blk | D2 ag | Vif-APOBEC3G blk | D2 antagonist | GRP78 ERSR act | ERG Ets-DNA blk |
| --- | --- | --- | --- | --- | --- | --- | --- | --- | --- |
| COc1ccc(Cc2nn3c(-c4ccccc4Br)nnc3s2)cc1 | 20% | 18% | -1 | -2% | -2.3 | 0% | -6 | 0% | . |
| CC(C)CC(=O)Nc1cccc(NC(=O)c2ccccc2Cl)c1 | -11% | 1% | -1 | 5% | 0.3 | 0% | -4 | -6% | -2% |
| COc1ccc(S(=O)(=O)NNC(=O)C2CC(c3cccnc3)=NO2)cc1 (stereo not given) | -4% | 13% | 3 | -1% | 1.9 | -3% | -6 | -3% | -3%[15.4 µM] |
| CC(Oc1ccc2ccc(=O)oc2c1)C(=O)NCCCn1ccnc1 (stereo not given) | -26% | 1% | -3 | -2% | 1.0 | 0% | 8 | -2% | 0% |
| O=C(COC(=O)/C=C/c1ccc([N+](=O)[O-])cc1)NCc1ccc2c(c1)OCO2 | -24% | 15%[11.4 µM] | -1 | 1% | -1.0 | 2% | -10 | -5% | -4% |
| COc1ccc(OC)c(S(=O)(=O)N2CCN(C(=O)c3ccco3)CC2)c1 | 0% | 10% | -6 | 4% | -1.9 | 3% | -4 | -1% | -1% |
| COc1ccc(NC(=O)c2oc3ccccc3c2CSC)cc1S(=O)(=O)N1CCOCC1 | 0% | 9% | -14 | -11% | . | 2% | . | -1% | 9% |
| O=C(Nc1ccc(Cl)cc1)Nc1ccc(Oc2cccnc2)nc1 | 333%[activator] | 4% | -17 | 0% | 1.9 | 5% | 2 | 1% | -8% |
| Cc1ccc(C(=O)Nc2ccc(Cl)cn2)cc1 | 1% | 1% | 1 | -3% | -0.2 | 3% | -10 | -4% | -13% |
| CCN(CC(=O)Nc1ccc2c(c1)OCCO2)C(=O)CC(NC(C)=O)c1ccccc1 (stereo not given) | 0% | 19% | -3 | -15% | -0.3 | 1% | -6 | -4% | -8% |
| Cc1cc(NC(=O)Nc2cc(F)ccc2C)n(C)n1 | . | 30% | -3 | -3% | -0.2 | -1% | 4 | -4% | -1% |
| O=Cc1ccccc1Oc1ccccc1 | -2% | 4% | -1 | 4% | -0.9 | -7% | 18 | -4% | -2% |
| COc1cc(/C=N/Nc2nc(C)cc(=O)[nH]2)ccc1O | -3% | 4% | 5 | -7% | -0.2 | 4% | 17 | 2% | 6% |
| COc1ccc(N2CCN(S(=O)(=O)CCNC(=O)Cc3ccc(-c4ccccc4)cc3)CC2)cc1 | ? | 12% | -6 | 2% | 1.9 | 7% | . | 0% | 0% |
| O=C(O)CC(C(=O)O)C(c1ccccc1)c1ccccc1 (stereo not given) | 0% | -1% | -8 | 1% | . | 0% | . | -2% | 16% |
| CCC(=O)c1ccc(OCc2ccccc2)c(OC)c1 | -5% | 9% | -8 | 7% | 0.0 | -3% | 3 | 7% | -4% |
| Cc1cccc(Nc2ncnc3c2cnn3Cc2ccccc2)c1 | ? | ? | 1 | 3% | -1.9 | -9% | -9 | 2% | -2% |
| NC(=O)c1ccc(N2CCCCCC2)c([N+](=O)[O-])c1 | -4% | 21% | -3 | -6% | -0.5 | -2% | -6 | 1% | -1% |
| Cc1cc(Br)cc(C=Nc2ccc(N3CCOCC3)cc2)c1O | -28% | ? | 4 | -12% | . | 0% | . | -5% | -10% |
| O=C(C1COc2ccccc2O1)N1CCN(Cc2ccccc2)CC1 (stereo not given) | 0% | -2% | -1 | 2% | 0.3 | -12% | -4 | 1% | -27% |
| COc1ccc2[nH]c3c(N4CCN(Cc5ccc6c(c5)OCO6)CC4)ncnc3c2c1 | 360%[activator] | 1% | 0 | -2% | -0.6 | -11% | -9 | -12% | 4% |
| Cc1ccccc1Cc1n[nH]c(=S)n1N | ? | -38% | -10 | 1% | 2.1 | 2% | 18 | -3% | 3% |
| CC(C)C[C@H]1CN=C(Nc2ccccc2)N1CCC1CCCC1 | 6% | -1% | -5 | 0% | -0.2 | 5% | -17 | -4% | -6% |
| Cc1ccc(S(=O)(=O)NCc2ccccc2)cc1C(=O)N1CCN(c2ccccc2)CC1 | 7% | 0% | -13 | -11% | 0.5 | -12% | -11 | -6% | -8% |
| COc1ccc(Br)cc1CN(C)CC(=O)NCCc1ccc(S(N)(=O)=O)cc1 | -2% | -45% | -1 | -10% | 0.1 | 0% | -15 | -6% | 1% |
| CCCCc1c(O)c2cccc3c2n(c1=O)CCC3 | 323%[activator] | 22% | -4 | 6% | . | -1% | . | 0% | 1% |
| CCNC(=O)C1CC(=O)N(Cc2ccc3c(c2)OCO3)C(=Nc2ccc(OCC)cc2)S1 (stereo not given) | 0% | -38% | -1 | 3% | 0.3 | 1% | 14 | -8% | -11% |
| Cc1cc(C)cc(NC(=O)c2cnn(-c3ccccc3)c2C2CCNCC2)c1 | -8% | 6% | -1 | -6% | 7.0 | 2% | 2 | -3% | 1% |
| CC(C)C1C(=O)N(Cc2cn(CCC3OCCCO3)nn2)CCS(=O)(=O)N1Cc1ccc(-c2ccc(F)nc2)cc1 (stereo not given) | -10% | . | 2 | -9% | . | -3% | . | -1% | . |
| O=C(c1cccc(F)c1)N1CCN(Cc2ccc3c(c2)OCO3)CC1 | ? | 5% | ? | -12% | -2.3 | -2% | 2 | -6% | 3% |

Exported with two lines to a compound: four of the compounds above
Below each SMILES: 12-LOX inh | RGS4 inh | LDHA block | Vif-APOBEC3F blk | D2 ag | Vif-APOBEC3G blk | D2 antagonist | GRP78 ERSR act | ERG Ets-DNA blk
- Cc1cc(NC(=O)Nc2cc(F)ccc2C)n(C)n1
 : . | 30% | -3 | -3% | -0.2 | -1% | 4 | -4% | -1%
- O=Cc1ccccc1Oc1ccccc1
 : -2% | 4% | -1 | 4% | -0.9 | -7% | 18 | -4% | -2%
- COc1cc(/C=N/Nc2nc(C)cc(=O)[nH]2)ccc1O
 : -3% | 4% | 5 | -7% | -0.2 | 4% | 17 | 2% | 6%
- COc1ccc(N2CCN(S(=O)(=O)CCNC(=O)Cc3ccc(-c4ccccc4)cc3)CC2)cc1
 : ? | 12% | -6 | 2% | 1.9 | 7% | . | 0% | 0%

(continued)
| SMILES | 12-LOX inh | RGS4 inh | LDHA block | Vif-APOBEC3F blk | D2 ag | Vif-APOBEC3G blk | D2 antagonist | GRP78 ERSR act | ERG Ets-DNA blk |
| --- | --- | --- | --- | --- | --- | --- | --- | --- | --- |
| O=c1cc(-c2ccccc2)[nH]n1-c1ccccc1 | -18% | -18% | 3 | -13% | . | 0% | . | -3% | -1% |
| COCCn1c(=NC(=O)CCS(=O)(=O)c2ccccc2)sc2cc(C)ccc21 | 3% | ? | -1 | 0% | 0.4 | -6% | 10 | -3% | 0% |
| Cc1cc(C(=O)CN2C(=O)NC3(CCCCC3)C2=O)c(C)n1C | 48%[activator] | 13% | -3 | 0% | 2.8 | -1% | -2 | 0% | 13% |
| COc1ccc(C(=O)N/C(=C\c2cn(C)c3ccccc23)C(=O)NCCCn2ccnc2)cc1 | -4% | 15%[11.4 µM] | -3 | -2% | 0.4 | 0% | -5 | -1% | -2% |
| CC(=O)Nc1ccc(NC(=O)CSc2nnc3c4ccccc4n(C)c3n2)cc1 | -4% | -15% | -9 | 2% | -1.6 | 1% | 8 | -1% | -1% |
| CSc1cccc(NC(=S)NCCCN2CCN(c3ccc(F)cc3)CC2)c1 | 9% | -22% | -7 | -6% | 1.3 | 0% | 43* | -1% | -3% |
| CCC(=O)N1c2ccccc2C(N(C(C)=O)c2ccccc2)CC1C (stereo not given) | 4% | -8% | -4 | -3% | 0.4 | 3% | 5 | -5% | 6% |
| CC(C)(C)c1ccccc1NC(=O)C1=COCCO1 | -12% | 5% | -6 | 8% | . | 0% | . | -1% | -5% |
| CCOCCCNC(=S)N(Cc1ccccc1)Cc1nc2ccccc2c(=O)[nH]1 | -18% | -8% | -4 | -29% | -1.4 | 4% | 9 | -2% | 2% |
| Cc1cc(=O)n(Cc2ccc(OC(C)C)cc2)c(=S)[nH]1 | 15% | 1% | -10 | -9% | 0.8 | -20% | 6 | -2% | -15% |
| COc1ccc(CNC(=O)[C@H](C)NC(=O)C2CC(=O)N(c3ccc(OC)cc3)C2)cc1 (stereo not given in full) | -3% | -59%[56.9 µM] | -15 | 0% | 0.1 | 2% | 3 | 0% | 5% |
| N#Cc1c(-c2ccccc2)nc(SCc2ccc([N+](=O)[O-])cc2)[nH]c1=O | ? | ? | -2 | 8% | 0.2 | 0% | -1 | -4% | -6% |
| Cc1ccccc1-c1nn2c(=O)cc(CN3CCN(C(=O)/C=C/c4ccccc4)CC3)nc2s1 | -12% | 2% | 5 | -3% | -0.5 | -6% | . | 3% | 5% |
| CCn1cc(C(=O)N2CCN(c3ccc(C(C)=O)cc3)CC2)c2cc(OC)c(OC)cc2c1=O | 0%&-13% | 1%&-1% | -2&-5 | -9%&-4% | 11&-1.8 | 5%&-4% | 11 | -2%&0% | -4%&-1% |
| O=C(Nc1cccc(S(=O)(=O)N2CCCCC2)c1)c1ccc(Cl)nc1 | 178%[activator] | -2% | -4 | -24% | . | -7% | . | -6% | 12% |

High-throughput results from PubChem.

The list is partial, so the mix of outcomes need not match the whole.
